S1P4 antagonist: S1P4 receptor antagonists, primary screen, cell-based; AID 1510, 2009; inhibition, % at 4.98 µM; Sphingosine 1-phosphate receptor 4 (Homo sapiens), O95977; 220,000 compounds, 0.26% hits; S1P4-expressing cells, antagonist mode, reporter read-out; in the data active = inhibition above about 29%;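 also: 0% = wells stimulated with agonist and 100% = vehicle wells without agonist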
Target sequence (O95977 whole entry, looked up): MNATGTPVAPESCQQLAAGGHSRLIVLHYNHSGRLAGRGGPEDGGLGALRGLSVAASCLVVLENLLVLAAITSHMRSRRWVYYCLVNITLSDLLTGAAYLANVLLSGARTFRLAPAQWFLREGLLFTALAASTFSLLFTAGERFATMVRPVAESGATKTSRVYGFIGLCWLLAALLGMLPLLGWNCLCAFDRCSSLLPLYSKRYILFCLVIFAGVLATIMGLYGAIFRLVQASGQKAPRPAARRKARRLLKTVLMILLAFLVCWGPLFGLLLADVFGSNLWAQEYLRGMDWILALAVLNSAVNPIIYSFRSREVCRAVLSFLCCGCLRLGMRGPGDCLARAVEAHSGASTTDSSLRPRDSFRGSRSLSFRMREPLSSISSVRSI
S1P4 agonist: S1P4 receptor agonists, primary screen, cell-based; Sphingosine 1-phosphate receptor 4 (Homo sapiens), O95977; AID 1509, 2009; S1P4-expressing cell line, agonist reporter assay; activation, % at 4.98 µM; 220,000 compounds, 0.35% hits; in the data active = activation above about 11%;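 also: 0% = DMSO vehicle and 100% = reference agonist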
CHOP inh: inhibitors of CHOP promoter induction, primary screen, cell-based, unfolded protein response, luciferase reporter | CHO-K1 CHOP-promoter luciferase, tunicamycin-induced, 15-18 h | inhibition, % at 10 µM | 220,000 compounds, 3.8% hits | AID 2732, 2010;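 active = compounds that reduced the stress-induced luciferase reporter signal by more than about 70% of percent inhibition, limit read from the data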;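 also: 0% = tunicamycin plus vehicle and 100% = wells without tunicamycin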
EP2 modulator: EP2 receptor modulators, cAMP readout, primary screen, cell-based, HTRF cAMP, PGE2 stimulation. AID 940, 2007. induction, % at 25 µM. Prostaglandin E2 receptor EP2 subtype (Homo sapiens), P43116. 260,000 compounds, 0.83% hits. EP2-expressing cells, cAMP HTRF FRET, PGE2 co-stimulation;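 active = compounds whose cAMP rise, as percent of the full-agonist control response, exceeds 60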;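 also: rat C6 glioma line stably carrying human EP2 under a CMV promoter; the protocol text gives 20 µM as final concentration; 100% = response of wells given 1 µM PGE2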
NPY Y1 blocker: NPY-Y1 receptor antagonists, primary screen, cell-based | 200,000 compounds, 1% hits | inhibition, % at 3.6 µM | HEK293-CNG Y1 cells, membrane potential fluorescence; NPY at EC95, then isoproterenol;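 active = inhibition above the campaign mean inhibition of all tested compounds plus 3 SD, cut at about 20% in these data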;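 also: 0% = DMSO wells given NPY plus isoproterenol and 100% = isoproterenol alone without NPY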
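Material: HEK293 Y1/CNG channel cell line; also added: NPY (25 nM), isoproterenol (1 µM), Ro 20-1724 (25 µM); doses: one concentration, 3.6 µM, in 0.4% DMSO; schedule: compound incubation 1 h at room temperature, readout 45 min post-stimulation; technique: membrane potential fluorescence; measure: fluorescence ratio normalized to % inhibition between controls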
NPY1 pot ag: NPY-Y1 receptor potentiators or agonists, primary screen, cell-based; Neuropeptide Y receptor type 1 (Homo sapiens), P25929; NPY-Y1 expressing cells, potentiator/agonist activation; activation, % at 3.6 µM; 220,000 compounds, 0.37% hits; AID 1304, 2008; in the data active = activation above about 33%, passing the limit was not always enough;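 also: cells stimulated with NPY at EC10 then isoproterenol at EC100; 0% = low agonist plus stimulus and 100% = saturating agonist plus stimulus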
NPY2 pot ag: NPY-Y2 potentiators or agonists, primary screen, cell-based | 220,000 compounds, 0.45% hits | AID 1359, 2008 | activation, % at 3.6 µM | cells expressing NPY-Y2, potentiator/agonist read-out; in the data active = activation above about 27%;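 also: cells stimulated with NPY near EC25 plus isoproterenol at EC100; 0% = vehicle plus submaximal agonist and 100% = vehicle plus saturating agonist; some results beyond the cut were filed as inactive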
TRPN1 ag: zebrafish TRPN1 channel agonists, primary screen, cell-based, HEK293, calcium fluorescence. HEK293 zebrafish TRPN1-YFP, Fluo-8 calcium fluorescence; 100% = response to 87 µM carbachol. transient receptor potential cation channel N1 (TRPN1/NompC), Danio rerio. activation, % at 3 µM. 220,000 compounds, 0.18% hits. AID 1424, 2008;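 active = activation above its plate's cutoff, the mean activation of test wells on that plate plus 3 SD, cut at about 19% in these data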;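 also: 0% = DMSO alone and 100% = 87 µM carbachol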
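Assay system: Zebrafish TRPN1-YFP in HEK293 cells | Incubation: Dye loading 1 h at 37 °C, then 30 min room temperature | Measured by: Kinetic Fluo-8 fluorescence, ex 470-495, em 515-575 nm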
TRPML3 ag: human TRPML3 channel agonists, primary screen, cell-based, HEK293 TRPML3-YFP, Fluo-8 calcium fluorescence, 3 µM; 100% = the carbachol control signal; activation, % at 3 µM; Mucolipin-3 (Homo sapiens), Q8TDD5; 220,000 compounds, 0.29% hits;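 active = activation above its plate's cutoff, the mean activation of the plate's test wells plus 3 SD, cut at about 12% in these data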;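 also: 0% = DMSO only wells and 100% = carbachol wells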
Target sequence (Q8TDD5 whole entry, looked up): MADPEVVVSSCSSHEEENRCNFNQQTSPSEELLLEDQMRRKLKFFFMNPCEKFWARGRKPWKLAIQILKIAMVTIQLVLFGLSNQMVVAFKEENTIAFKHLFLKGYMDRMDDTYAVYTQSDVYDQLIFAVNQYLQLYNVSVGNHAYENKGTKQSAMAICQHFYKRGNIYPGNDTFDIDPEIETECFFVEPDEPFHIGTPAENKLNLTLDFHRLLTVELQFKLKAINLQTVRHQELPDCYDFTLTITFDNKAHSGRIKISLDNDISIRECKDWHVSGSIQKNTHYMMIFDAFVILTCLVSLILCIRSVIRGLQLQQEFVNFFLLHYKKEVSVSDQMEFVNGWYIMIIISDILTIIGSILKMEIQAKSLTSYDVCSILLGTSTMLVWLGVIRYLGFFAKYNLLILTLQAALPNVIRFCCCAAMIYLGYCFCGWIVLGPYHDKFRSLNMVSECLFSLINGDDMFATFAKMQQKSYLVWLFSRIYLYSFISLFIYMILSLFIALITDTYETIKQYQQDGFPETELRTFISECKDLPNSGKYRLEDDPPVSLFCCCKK
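Test system: TRPML3-YFP stable HEK293 cells. Doses: single point at 3 µM. Incubation: dye loading 1 h 37 °C then 30 min ambient, 125 s read. Signal: Fluo-8 calcium dye fluorescence, ex 470-495, em 515-575 nm. Measure: percent activation from peak-to-basal fluorescence ratio, scaled between DMSO and carbachol.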
* marks the source's active call; other numbers are inactive results; . = not tested or not shown; & = joins results of further samples. An unsorted share of the library; overall some 6.5% were active at least once.

The first 3 compounds as a preview:
SMILES | S1P4 antagonist | S1P4 agonist | CHOP inh | EP2 modulator | NPY Y1 blocker | NPY1 pot ag | NPY2 pot ag | TRPN1 ag | TRPML3 ag
CC(C)(C)S(=O)(=O)/C(C#N)=C/Nc1ccccn1 | -15 | 1.1 | 11 | -4 | . | 18 | 9 | 0.7 | 0.8
CCOc1ccc2[nH]c(C)c(CN(C)C)c(=O)c2c1 | -8 | 0.8 | 10 | 10 | 3 | 15 | 14 | 2.9 | 0.6
C/C(CCc1ccccc1)=N\NC(=O)C1C2CCCCC21 (stereo not drawn) | -25 | 0.8 | 25 | 16 | 2 | 6 | -10 | 0.5 | 0.7

The whole of this part (from the top)
SMILES | S1P4 antagonist | S1P4 agonist | CHOP inh | EP2 modulator | NPY Y1 blocker | NPY1 pot ag | NPY2 pot ag | TRPN1 ag | TRPML3 ag
CC(C)(C)S(=O)(=O)/C(C#N)=C/Nc1ccccn1 | -15 | 1.1 | 11 | -4 | . | 18 | 9 | 0.7 | 0.8
CCOc1ccc2[nH]c(C)c(CN(C)C)c(=O)c2c1 | -8 | 0.8 | 10 | 10 | 3 | 15 | 14 | 2.9 | 0.6
C/C(CCc1ccccc1)=N\NC(=O)C1C2CCCCC21 (stereo not drawn) | -25 | 0.8 | 25 | 16 | 2 | 6 | -10 | 0.5 | 0.7
CC1=C(C)/C(=N\OS(=O)(=O)c2ccc(C)cc2)C=CC1=O | 43* | 0.6 | 108* | -58 | -2 | 26 | 12 | 8.0 | 14*
Cc1[nH][nH]c(=O)c1C(c1ccc(-c2ccc(C(=O)O)cc2)o1)c1c(C)[nH][nH]c1=O | -9 | -0.2 | -8 | 29 | -4 | 16 | 4 | 1.3 | 0.6
COCCNC(=O)CN1CCC(NC(=O)c2ccco2)CC1 | -13 | -0.4 | 0 | 23&15 | 1 | 5 | -22 | -0.4 | -0.8
Cc1ccc(C2/C(=C(/O)c3cnn(-c4ccccc4)c3C)C(=O)C(=O)N2CCN2CCOCC2)o1 (stereo not drawn) | -12 | -2.0 | 10 | 3 | 1 | 18 | -5 | -0.1 | 0.8
O=C1CCCc2ccccc2N1Cc1cccc(Cl)c1 | -10 | 0.6 | 37 | 72* | 4 | -33 | 0 | -1.6 | -1.5
COC(=O)Cc1c(O)ccn(C2CC2)c1=O | -2 | -1.2 | 4 | 9 | -2 | -7 | -5 | 0.6 | 0.4
CC(NC(=O)CN(C)CC(=O)Nc1ccc(F)c(F)c1F)c1ccccc1 (stereo not drawn) | -5 | 3.4 | -10 | 18 | 5 | 13 | 2 | -1.0 | 0.3
O=C(NCc1ccco1)/C(=C/c1cccnc1)NC(=O)c1cccc(Br)c1 | -4 | 0.2 | -14 | 4 | -1 | 7 | 4 | -0.8 | -0.5
CC(OC(=O)C1=COCCO1)C(=O)Nc1cccc(S(=O)(=O)N2CCOCC2)c1 (stereo not drawn) | 4 | 1.7 | 7 | -3 | . | 18 | 1 | -0.3 | -0.1
Cc1cc(C)nc(/N=C(\N)Nc2cccc([N+](=O)[O-])c2)n1 | -11 | 12* | -5 | -6 | -1 | 7 | 7 | 1.7 | 1.4
COC(=O)c1cc(OC)c(OC)cc1NC(=O)Nc1ccccc1OC | 4 | 0.6 | 8 | 15 | 7 | -9 | -6 | 0.1 | 0.0
O=C(CNC(=O)c1cccs1)NCC(=O)OCc1c(Cl)cccc1Cl | 2 | 2.0 | -10 | -17&-8 | 2 | 15 | -1 | -1.8 | -0.5
COc1ccc(-c2c(C)sc(NC(=O)c3ccnn3C)c2C#N)cc1 | -27 | 1.2 | 54 | 0 | -1 | -7 | -3 | 0.7 | 1.1
CN(CC(=O)Nc1ccc(Cl)c(Cl)c1)C(=O)C12CC3CC(CC(C3)C1)C2 | -23 | 0.9 | 27 | -46 | -5 | -11 | -4 | -1.3 | 0.2
Cc1ccc(C(=O)NC(=S)Nc2ccc3[nH]c(=O)[nH]c3c2)cc1C | -5 | 0.3 | 2 | 4 | 1 | 1 | 7 | 0.1 | 0.2
COc1cc(C2Nc3cc(Cl)c(S(N)(=O)=O)cc3S(=O)(=O)N2)cc(OC)c1OC (stereo not drawn) | -6 | 1.2 | 14 | 29 | 1 | -6 | 18 | 1.2 | 0.7
Cc1cccc(C)c1NC(=O)NC1(C(=O)NCCN2CCOCC2)CCCCC1 | 8 | 1.9 | 7 | 23 | -3 | -5 | -3 | -1.2 | 0.0
Cc1ccc(CNC(=O)C(Cc2ccccc2)NS(=O)(=O)c2ccc(Br)s2)cc1 (stereo not drawn) | -9 | 1.6 | 58 | 16 | -6 | 27 | 15 | -0.9 | -0.4
COC(=O)c1ccc(S(=O)(=O)NCc2ccco2)n1C | -8 | 0.6 | -4 | -2 | . | -2 | 8 | 0.7 | 0.5
Cc1cc([N+](=O)[O-])nn1Cc1ccc(C(=O)N/N=C/c2ccccc2)cc1 | -13 | 0.4 | 0 | 7 | -2 | -5 | 8 | -0.1 | 0.5
COc1cc(NC(=O)c2ccccc2Cl)c(OC)cc1NC(=O)CN1CCCCC1 | -18 | 0.2 | 16 | -3 | 1 | 19 | 13 | 0.2 | 1.1
CCn1c(COc2ccc(=O)n(-c3ccccc3)n2)nnc1SCc1ccc(OC)cc1 | -15 | -0.3 | 28 | -4 | 4 | 3 | 5 | -0.7 | -0.4
O=C(O)c1ccccc1C(=O)Nc1ccccc1[N+](=O)[O-] | -8 | 0.4 | -7 | -30 | . | -1 | 6 | 0.1 | -0.6
Cc1ccccc1OCCNc1cc(N2CCN(CCO)CC2)ccc1[N+](=O)[O-] | -12 | 0.6 | -3 | -12 | 4 | -7 | 13 | 7.5 | 3.0
O=C(COc1ccc(Cl)cc1Cl)NCc1ccco1 | 4 | 2.6 | -7 | 4 | 0 | 19 | -15 | -1.4 | -0.8
O=C(CCCN1C(=O)CSc2ncccc21)N1CCN(c2cccc(C(F)(F)F)c2)CC1 | -5 | 1.7 | 41 | 10 | 1 | 6 | 6 | 4.7 | 1.8
O=C(CCNS(=O)(=O)c1cccc2nsnc12)NCc1ccco1 | 5 | -1.5 | 36 | 27 | 2 | 8 | -5 | -0.1 | 0.9
Cc1csc2nc(CNS(=O)(=O)c3ccc4c(c3)OCCO4)cn12 | -9 | -1.4 | 51 | -31 | -1 | -7 | 4 | 0.9 | 0.5
O=C(CC1C(=O)NCCN1C(=O)Nc1ccc(Cl)cc1)Nc1ccc(F)cc1 (stereo not drawn) | 2 | 2.4 | 12 | -55 | -6 | 34 | 29* | 2.3 | 0.9
Cc1c(NS(=O)(=O)c2ccc(N(C)C3CCCCC3)c([N+](=O)[O-])c2)c(=O)n(-c2ccccc2)n1C | 6 | -1.0 | 32 | 13 | 2 | -8 | 14 | 0.6 | -0.1
Cc1cc(C(=O)NCc2cccnc2)no1 | -9 | 11* | 12 | 28 | -3 | 7 | 7 | -0.9 | 0.7
CC1CC(C)CN(C(=O)c2cc3c(s2)CCC3)C1 (stereo not drawn) | -19 | 0.4 | 12 | 37 | 0 | 13 | -5 | -2.0 | -0.4
O=C(CSc1nccn1Cc1ccccc1)NCc1ccccc1 | -15 | 1.9 | 23 | 17 | 1 | 0 | 12 | -1.0 | -0.1
Cc1ccc(/C=c2/sc3n(c2=O)CCCN=3)o1 | -12 | -0.7 | 5 | 13 | -1 | -15 | -4 | -0.8 | 0.8
CC(C)(C)NC(=S)NCCc1ccccc1 | -9 | 9.2 | -6 | 0 | 6 | 3 | 8 | 1.7 | 0.2
Cc1cccc(NC(=O)CO/N=C/c2ccc3c(c2)OCO3)c1 | -7 | 0.2 | -4 | -18 | 10 | -11 | -21 | -1.6 | -0.1
C/C(=N/NS(=O)(=O)c1ccccc1)c1ccc(NC(=O)C(F)(F)F)cc1 | 0 | -0.1 | -21 | 27 | -2 | -15 | -6 | 0.5 | -0.7
CN(C(=O)CSc1nnc(N)s1)c1c(N)n(Cc2ccccc2)c(=O)[nH]c1=O | -7 | 0.8 | 11 | -4 | 3 | -4 | 2 | -0.4 | 0.6
Cc1ccccc1NC(=S)NC12CN3CN(CN(C3)C1)C2 | -4 | -1.9 | 7 | 5 | 0 | -8 | -12 | 0.9 | 0.6
COc1cc(NC(=O)C2CCCCC2)c(OC)cc1NC(=O)CN1CCCCC1 | -14 | 1.2 | 36 | -5&-37 | 6 | 3 | 8 | 1.2 | 0.8
COC(=O)CCCCNC(=O)Nc1ccccc1 | 2 | 1.5 | -2 | 9 | 4 | 0 | -6 | 0.6 | -0.2
C/C(=N\N=C(N)N)c1cccc(Cl)c1 | -11 | -0.6 | 5 | -42 | 5 | -16 | -2 | 0.0 | 1.5
CCN(CC)CCn1c2ccccc2c2cnc(N=CN(C)C)c(C#N)c21 | -18 | -1.0 | . | . | 4 | -6 | -5 | 0.3 | 0.0
CN(C)c1nc(NCc2ccccc2)nc(N/N=C/c2ccc(Br)cc2)n1 | 3 | 0.2 | 35 | -8 | 4 | -3 | -15 | 0.4 | 1.3
Cc1cc(C)nc(NC(=NCCc2c[nH]c3ccccc23)NC(=O)C(C)(C)C)n1 | -2 | 1.6 | 0 | -8 | . | 13 | -6 | -1.4 | 0.3
O=C(O)CC1S/C(=N/N=C/c2ccc(-c3ccc(Cl)cc3[N+](=O)[O-])o2)NC1=O (stereo not drawn) | 7 | -2.4 | 11 | 11 | 9 | -11 | -2 | 0.9 | 0.9
NNC(=O)c1cccc(S(=O)(=O)Nc2cccc(C(F)(F)F)c2)c1 | -10 | 0.4 | 24 | 12 | . | 20 | 2 | 2.5 | 0.0

Going on with the list:
SMILES | S1P4 antagonist | S1P4 agonist | CHOP inh | EP2 modulator | NPY Y1 blocker | NPY1 pot ag | NPY2 pot ag | TRPN1 ag | TRPML3 ag
Cc1ccc(C)c(NC(=O)Cn2nnc(C(=O)NCc3cccs3)c2N)c1 | 0 | -0.3 | 29 | 14 | 5 | 17 | 6 | 4.1 | 0.8
Clc1ccc(CSc2nnc(/C=C/c3ccccc3)o2)c(Cl)c1 | -9 | -1.5 | 59 | 8 | 1 | -6 | 7 | -1.8 | 1.1
O=C(c1ccc(NC(=S)NCc2ccc(Cl)cc2)cc1)N1CCCCC1 | 2 | -2.0 | 39 | -71 | -6 | 36 | 16 | 1.7 | 1.4
Cc1cc(C(F)(F)F)n2nc(-c3cnn(C)c3C(F)(F)F)c(Br)c2n1 | 11 | -0.9 | 1 | 55 | 9 | -2 | 2 | -1.7 | -0.1
CS(=O)(=O)N(Cc1ccccc1)c1ccc(C(=O)NCC2CCCO2)cc1 (stereo not drawn) | -10 | 1.2 | 25 | -5 | 7 | -4 | -16 | 2.5 | 1.0
